Source: PubChem BioAssay (National Center for Advancing Translational Sciences (NCATS))
HEK293 viab: counter-screen for SNCA expression inhibitors: cell viability. HEK-293-SNCA-luc viability, GF-AFC fluorescence, 24 h. Potency, µM (top dose mostly 57.1 µM), for inactives: at the highest dose activity change, negative = cytotoxicity, most hits filed as cytotoxic. actives 0.12% (n = 150,000);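 further: potency means the concentration at half of the fitted maximal effect; 0% = DMSO-treated cells and -100% = medium-only wells without cells; nearly all actives have a fitted effect of over 30% in size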
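Cytotoxicity counterscreen: after 24 h compound treatment of genome-edited SNCA-luciferase HEK-293 cells, live-cell protease substrate GF-AFC read by fluorescence after 30 min; activity scaled between DMSO (0%) and medium-only (-100%), curves Hill-fitted.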
NIH3T3 tox: cytotoxic compounds in NIH 3T3 cells. NIH 3T3 viability, CellTiter-Glo ATP luminescence, 48-72 h. Potency, µM (top dose mostly 96.7 µM), for the others: at the highest dose activity change, negative = cytotoxicity, most hits filed as inhibitors. actives 4.3% (n = 94,000). AID 1345082; further: potency means the concentration at half of the fitted maximal effect; nearly all actives have a fitted effect of over 55% in size
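NIH 3T3 cells at 400 cells/well received 23 nL of compound by pintool and were incubated 48 or 72 h at 37 °C. Viability was read as ATP-coupled CellTiter-Glo luminescence.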
SNCA expr inh: reduces expression of the alpha-synuclein gene | HEK-293 SNCA-luciferase knock-in, luminescence, 24 h | Potency, µM (highest dose often 57.2 µM), inactives show at the top dose activity change, negative = inhibition, usual class: inhibitors | actives 0.17% (n = 140,000) | AID 1671194;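 further: potency means the concentration at half of the fitted maximal effect; plate controls were DMSO cells for no effect and cell-free wells for full effect; nearly all actives have a fitted effect of over 45% in size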
Luciferase inh: blocks purified firefly luciferase enzyme activity | Potency, µM (highest dose often 115 µM), inactives show top-dose activity change, negative = inhibition, usual class: inhibitors | purified P. pyralis luciferase, luminescence, biochemical | P08659 | actives 2.5% (n = 76,000); further: potency means the concentration at half of the fitted maximal effect; nearly all actives have a fitted effect of over 65% in size
Target sequence (P08659 whole entry, looked up): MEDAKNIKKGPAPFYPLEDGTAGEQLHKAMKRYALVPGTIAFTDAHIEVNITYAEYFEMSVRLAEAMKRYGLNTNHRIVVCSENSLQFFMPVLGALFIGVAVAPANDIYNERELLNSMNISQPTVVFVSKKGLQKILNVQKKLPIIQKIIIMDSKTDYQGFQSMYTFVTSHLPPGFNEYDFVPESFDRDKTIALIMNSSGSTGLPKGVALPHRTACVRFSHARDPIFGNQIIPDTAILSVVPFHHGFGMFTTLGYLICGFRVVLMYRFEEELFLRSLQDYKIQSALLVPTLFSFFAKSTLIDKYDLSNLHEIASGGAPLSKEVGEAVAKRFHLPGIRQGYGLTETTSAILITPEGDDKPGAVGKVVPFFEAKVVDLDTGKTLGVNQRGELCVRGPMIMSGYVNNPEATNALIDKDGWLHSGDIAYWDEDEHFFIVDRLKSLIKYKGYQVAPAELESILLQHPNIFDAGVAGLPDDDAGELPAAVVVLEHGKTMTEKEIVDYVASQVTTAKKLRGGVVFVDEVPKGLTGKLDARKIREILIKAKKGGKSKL
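Purified 10nM P. pyralis luciferase with 10uM D-luciferin and 10uM ATP in 50mM Tris acetate pH 7.5, 10mM Mg acetate, 0.01% Tween-20, 0.05% BSA. qHTS titration; luminescence read by CCD imager.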
HEK cytotox: kills HEK 293 cells; AID 1345083; HEK 293 viability, ATP luminescence (CellTiter-Glo), 48-72 h; actives 6.6% (n = 94,000); Potency, µM (titrated, usually from 115 µM), for inactives: top-dose activity change, negative = cytotoxicity, actives largely listed as inhibitors; further: potency means the concentration at half of the fitted maximal effect; nearly all actives have a fitted effect of over 60% in size
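HEK 293 cells at 250 cells/well were exposed to compounds by pintool transfer for 48 or 72 hr at 37 degree Celsius, 5% CO2. Viability was read as ATP-coupled luminescence with CellTiter-Glo after 10 min at room temperature.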
GPT2 inh: inhibitors of human GPT2 alanine aminotransferase; Q8TD30; Recombinant GPT2, coupled pyruvate oxidase/HRP Amplex Red fluorescence; Potency, µM (series often up to 57.7 µM), without a hit: at the top dose activity change, negative = inhibition, hits mostly inhibitors; actives 0.25% (n = 100,000); further: potency means the concentration at half of the fitted maximal effect; nearly all actives have a fitted effect of over 60% in size; many of its hits are not listed in these tables
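GPT2 10ng/uL, a-KG 250uM, L-Ala 2mM, HEPES pH7.5 + 0.0001% Tween; 30 min RT. Then Amplex mix (PO/HRP/ThPP), 30 min RT dark, fluorescence. AOA 50uM used as positive control.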
IP6K1 inh: IP6K1 kinase inhibition; IP6K1 kinase, ADP-Glo luminescence, 2 h; active compounds read low; activity change, % (series mostly up to about 58 µM); actives 0.81% (n = 140,000); AID 1645851; in the data active means activity change below about -25%
Target sequence (Q92551 whole entry, looked up): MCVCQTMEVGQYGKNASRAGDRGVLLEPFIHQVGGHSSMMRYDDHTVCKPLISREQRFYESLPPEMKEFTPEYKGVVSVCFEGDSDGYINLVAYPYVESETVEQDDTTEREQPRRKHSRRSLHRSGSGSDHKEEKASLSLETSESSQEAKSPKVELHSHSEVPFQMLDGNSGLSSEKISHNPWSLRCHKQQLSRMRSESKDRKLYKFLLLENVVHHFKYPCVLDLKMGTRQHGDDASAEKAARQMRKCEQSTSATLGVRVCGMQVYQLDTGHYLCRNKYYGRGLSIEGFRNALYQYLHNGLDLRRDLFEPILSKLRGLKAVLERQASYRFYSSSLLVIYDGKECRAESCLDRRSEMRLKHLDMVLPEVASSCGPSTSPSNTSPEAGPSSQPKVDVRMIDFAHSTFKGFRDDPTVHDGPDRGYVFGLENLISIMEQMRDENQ
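ADP-Glo luminescence measures ADP made by human IP6K1 during a 2 h RT reaction with ATP/IP6 (mix at 1.3 mM/130 uM); top library doses 57.5 and 19.1 uM final.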
* = called active by the depositor; [ ] = dose if it differs, or a comment. Unless noted, the call rests on the fitted dose curve; in most records, active means well fitted curve in the direction sought with a large enough effect; inconclusive means small, poorly fitted or top-dose-only effect, or another doubt; inactive means no such curve, though single readings can be large; an effect the other way counts as inactive or inconclusive. Unless noted, on the % scale 0 is the no-effect control and ±100 the full control effect.

`CN1[C@@H](CCC(=O)NCc2cccs2)CNC(=O)[C@@H]2[C@H]1CCN2Cc1ccc(O)cc1` gave HEK293 viab -1%[87.6 µM], NIH3T3 tox -1%[174 µM], SNCA expr inh 2%[87.6 µM], Luciferase inh 9%[172 µM], HEK cytotox inconclusive, GPT2 inh -4%[88.5 µM] and IP6K1 inh 0.
CCC1CN(C(=O)NCc2ccc(F)cc2)c2cc(C)ccc2O1 (centres undefined) was read as HEK293 viab 5%, SNCA expr inh 0% and IP6K1 inh 1.
Cc1ccccc1CC(=O)N1C[C@@H](CO)[C@H](c2ccncc2)C1 was read as HEK293 viab 7%, NIH3T3 tox -5%, SNCA expr inh -6%, Luciferase inh -9%, HEK cytotox -6%, GPT2 inh -7% and IP6K1 inh -6.
For Cc1ccc(-c2cc3c(=O)n(CCNC(=O)c4ccc(N(C)C)cc4)ccn3n2)c(C)c1 the results were HEK293 viab 0%, NIH3T3 tox -16%, SNCA expr inh 95%[activator], Luciferase inh 2.5µM*, HEK cytotox inconclusive, GPT2 inh inactive and IP6K1 inh 0.
Screening CN1C(=O)c2ccccc2Sc2ccc(NC(=O)N3CCN(c4cccc(Cl)c4)CC3)cc21 returned HEK293 viab 5%, SNCA expr inh -4% and IP6K1 inh 4.
`CCOC(=O)c1cccc(NC(=O)N2CC[C@@H](CC(=O)NCCOC)[C@@H](CC)C2)c1` gave HEK293 viab 2%[87.6 µM], NIH3T3 tox inconclusive, SNCA expr inh 20%[87.6 µM], Luciferase inh -19%[172 µM], HEK cytotox -15%[172 µM], GPT2 inh 1%[88.5 µM] and IP6K1 inh 36.
Cc1ccc(C(=O)N[C@@H]2C=C(C(=O)N[C@H](CC(C)C)C(N)=O)C[C@@H](O)[C@@H]2O)cc1 was read as HEK293 viab 1%[87.6 µM], NIH3T3 tox 4%[138 µM], SNCA expr inh inconclusive, Luciferase inh 7%[172 µM], HEK cytotox 0%[172 µM], GPT2 inh -1%[88.5 µM] and IP6K1 inh -6.
CCC(C)NC(=O)Cn1c(=O)n(-c2cc(OC)cc(OC)c2)c(=O)c2ccccc21 (centres undefined) was read as HEK293 viab -6%, SNCA expr inh -21% and IP6K1 inh 25.
`O=C(Cn1ncc2c3ccccc3n(Cc3ccccc3F)c2c1=O)NCCc1ccc(Cl)cc1` gave HEK293 viab 4%, SNCA expr inh inconclusive and IP6K1 inh 18.
Screening O=[S+]([O-])(c1cccs1)N1CCCC2(CC(c3ccccc3)=NO2)C1 (centres undefined) returned HEK293 viab -13%, NIH3T3 tox inconclusive, SNCA expr inh inconclusive, HEK cytotox inconclusive, GPT2 inh inactive and IP6K1 inh 7.

Four compounds out of the list, arranged by SMILES length, falling:
`CN1[C@@H](CCC(=O)NCc2cccs2)CNC(=O)[C@@H]2[C@H]1CCN2Cc1ccc(O)cc1` gave HEK293 viab -1%[87.6 µM], NIH3T3 tox -1%[174 µM], SNCA expr inh 2%[87.6 µM], Luciferase inh 9%[172 µM], HEK cytotox inconclusive, GPT2 inh -4%[88.5 µM] and IP6K1 inh 0.
Screening CN1C(=O)c2ccccc2Sc2ccc(NC(=O)N3CCN(c4cccc(Cl)c4)CC3)cc21 returned HEK293 viab 5%, SNCA expr inh -4% and IP6K1 inh 4.
`O=C(Cn1ncc2c3ccccc3n(Cc3ccccc3F)c2c1=O)NCCc1ccc(Cl)cc1` gave HEK293 viab 4%, SNCA expr inh inconclusive and IP6K1 inh 18.
Cc1ccccc1CC(=O)N1C[C@@H](CO)[C@H](c2ccncc2)C1 was read as HEK293 viab 7%, NIH3T3 tox -5%, SNCA expr inh -6%, Luciferase inh -9%, HEK cytotox -6%, GPT2 inh -7% and IP6K1 inh -6.

Further results follow.
`CC(=O)c1cccc(NC(=O)Nc2c(C)n(C)n(-c3ccccc3)c2=O)c1` gave HEK293 viab 13%, SNCA expr inh 22% and IP6K1 inh -11.
`O=C(c1ccco1)N1CCC(n2cc(-c3nc(-c4ccccc4)no3)nn2)C1` (centres undefined) gave HEK293 viab 0%, NIH3T3 tox inconclusive, SNCA expr inh 59%[activator], Luciferase inh 35µM*, HEK cytotox inconclusive, GPT2 inh 1% and IP6K1 inh 11.
`Cc1n[nH]c(C)c1C(N)C(=O)NCc1scnc1-c1ccccc1` (centres undefined) gave HEK293 viab -7%, NIH3T3 tox 1%, SNCA expr inh 20%, Luciferase inh -10%, HEK cytotox -16%, GPT2 inh 0% and IP6K1 inh 2.
For CC1CCc2c(sc(NC(=O)c3ccc(Cl)cc3Cl)c2C#N)C1 (centres undefined) the results were HEK293 viab 0%, SNCA expr inh 0% and IP6K1 inh -5.
`Cc1cccc(NC(=O)c2cc(S(=O)(=O)N3CCc4ccccc43)ccc2F)c1C` gave HEK293 viab 7%, SNCA expr inh 9% and IP6K1 inh 11.
Cc1cc(C)cc(NC(=O)c2ncn(-c3ccccc3)n2)c1 was read as HEK293 viab -7%, SNCA expr inh 105%[activator] and IP6K1 inh 2.
Cc1ccccc1CN1CC[C@@H]2OCC(=O)N(Cc3cccc(C(N)=O)c3)[C@H]2CC1 was read as HEK293 viab -7%[87.6 µM], NIH3T3 tox -19%[138 µM], SNCA expr inh -9%[87.6 µM], Luciferase inh -2%[172 µM], HEK cytotox inconclusive, GPT2 inh inactive and IP6K1 inh 4.
`Cc1cc(C)cc(CCC(=O)N2CCN(c3ccc(C#N)cn3)CC2)c1` gave HEK293 viab 0%, NIH3T3 tox inconclusive, SNCA expr inh 22%, Luciferase inh 1%, HEK cytotox inconclusive, GPT2 inh -9% and IP6K1 inh -15.
For Cc1ccccc1C(=O)N(C)Cc1ccc(F)cc1 the results were HEK293 viab 10%[87.6 µM], NIH3T3 tox -15%[138 µM], SNCA expr inh 24%[87.6 µM], Luciferase inh 8%[172 µM], HEK cytotox -29%[172 µM], GPT2 inh inactive and IP6K1 inh -5.
CCNc1nc(Oc2ccc(=O)n(-c3ccccc3)n2)nc(N(C)C)n1 was read as HEK293 viab -10%, SNCA expr inh -12% and IP6K1 inh 4.
O=C(c1nc2cccnc2n(C2CCCC2)c1=O)N1CCN(C(=O)C2CCCC2)CC1 was read as HEK293 viab 2%, NIH3T3 tox -15%, SNCA expr inh 7%, HEK cytotox inactive, GPT2 inh inactive and IP6K1 inh -12.
CCOC(=O)c1ccc(NC(=O)c2c(NCc3cccs3)sc3c2CCCCC3)cc1 was read as HEK293 viab -17%, SNCA expr inh 102%[activator] and IP6K1 inh 4.
`Cc1cnc(C(=O)NC2C[C@H]3CC[C@@H](C2)N3C(=O)c2ccccc2C)cn1` (some centres undefined) gave HEK293 viab 1%, NIH3T3 tox -11%, SNCA expr inh -5%, Luciferase inh -3%, HEK cytotox 1%, GPT2 inh -29% and IP6K1 inh 25.
CC(=O)NC[C@H]1COCc2nc3cc(F)ccc3n21 was read as HEK293 viab -4%[87.6 µM], NIH3T3 tox inconclusive, SNCA expr inh 11%[87.6 µM], Luciferase inh 1%[230 µM], HEK cytotox -1%[230 µM], GPT2 inh -8%[88.5 µM] and IP6K1 inh -2.
Screening O=C(N1CCCC(n2cc(-c3nc(C4CC4)no3)nn2)C1)C1(c2ccccc2)CC1 (centres undefined) returned HEK293 viab -2%, NIH3T3 tox inconclusive, SNCA expr inh 18%, Luciferase inh 19%, HEK cytotox inconclusive, GPT2 inh inactive and IP6K1 inh 0.
For COc1cccc(CCC(=O)N2CC(c3nnc(-c4ccncc4)o3)C3(CCOCC3)C2)c1 (centres undefined) the results were HEK293 viab 0%, NIH3T3 tox inconclusive, SNCA expr inh 0%, Luciferase inh -7%, HEK cytotox -27%, GPT2 inh -4% and IP6K1 inh 20.
`CC(=O)Nc1ccc(-c2nnc3n2CCN(C(=O)c2cccc(Cl)c2)C3)cc1` gave NIH3T3 tox -14%, HEK cytotox 2% and IP6K1 inh -6.
For CNC(=O)CCn1ncc2cc(OCc3ccccc3-c3cc(Cl)ccc3OC)ccc21 the results were HEK293 viab -17%, NIH3T3 tox inconclusive, SNCA expr inh -28%, Luciferase inh 6%, HEK cytotox inconclusive, GPT2 inh inconclusive and IP6K1 inh 9.
Screening NC(=O)C1CCN(S(=O)(=O)c2ccc(N3CCCCS3(=O)=O)cc2)CC1 returned HEK293 viab 1%, SNCA expr inh 17% and IP6K1 inh 30.
Screening COc1ccc(CNC(=O)CCNS(=O)(=O)c2ccc3c(c2)CCCC(=O)N3)cc1 returned HEK293 viab -7%, SNCA expr inh 31%[activator] and IP6K1 inh -13.
Screening CCOC(=O)C1CCCN(S(=O)(=O)c2ccc3[nH]c(=O)ccc3c2)C1 (centres undefined) returned HEK293 viab 4%, SNCA expr inh 34% and IP6K1 inh -9.
CC(=O)N1CCCN(Cc2nc(-c3cccc(C(F)(F)F)c3)oc2C)CC1 was read as HEK293 viab inconclusive, NIH3T3 tox -39%, SNCA expr inh 2%, Luciferase inh -1%, HEK cytotox inconclusive, GPT2 inh 1% and IP6K1 inh 22.
Cc1noc(C)c1CN1CCCN(S(=O)(=O)c2ccccc2)CCC(=O)NCC1 was read as HEK293 viab -2%, NIH3T3 tox 4%, SNCA expr inh -19%, Luciferase inh 2%, HEK cytotox 4%, GPT2 inh 1% and IP6K1 inh 11.
`CCCCCC(=O)N1CC[C@@H](CC(=O)N(C)CC#N)[C@@H](CC)C1` gave HEK293 viab 0%[87.6 µM], NIH3T3 tox -11%[174 µM], SNCA expr inh -9%[87.6 µM], Luciferase inh -3%[172 µM], HEK cytotox -23%[172 µM], GPT2 inh inactive and IP6K1 inh -3.
CSc1cccc(NC(=O)N[C@H]2C[C@@H](C(=O)N[C@H](Cc3c[nH]c4ccccc34)C(N)=O)N(C(=O)c3cccn3C)C2)c1 was read as HEK293 viab -10%, NIH3T3 tox inactive, SNCA expr inh 4%, Luciferase inh 2%, HEK cytotox -7%, GPT2 inh -3% and IP6K1 inh -5.
`CCc1[nH]ncc1C(=O)N[C@H]1CC[C@H](Nc2nccc(-c3ccccn3)n2)C1` gave HEK293 viab -11%, NIH3T3 tox inconclusive, SNCA expr inh -9%, Luciferase inh -9%, HEK cytotox inconclusive, GPT2 inh 0% and IP6K1 inh -5.
`c1cc(CN2CCCCCC2)cc(-c2nc(C3CCOC3)no2)c1` (centres undefined) gave HEK293 viab inconclusive, NIH3T3 tox -22%, SNCA expr inh 34%[activator], Luciferase inh -5%, HEK cytotox inconclusive, GPT2 inh -31% and IP6K1 inh 0.
For CCOC(=O)c1c(NC(=O)COc2ccccc2Br)sc2c1CCCCC2 the results were HEK293 viab 4%, SNCA expr inh 15% and IP6K1 inh 11.
For O=C(NCC1CCCCC1)c1ccc(N2CC3CC(C2)[C@H]2CCCC(=O)N2C3)nc1 (some centres undefined) the results were HEK293 viab -1%, NIH3T3 tox -9%, SNCA expr inh 9%, Luciferase inh -8%, HEK cytotox -7%, GPT2 inh -1% and IP6K1 inh 22.
